M4 ag: CHRM4 agonism in calcium assay. activation, % at 3 µM. 360,000 compounds, 0.14% hits. P08173. CHO-K1 hM4/Gqi5, Fluo-8 calcium fluorescence; vehicle 0%, full acetylcholine response 100%;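 active = activation above the run mean over all test wells plus 3 SD, cut at about 32% in these data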;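 note: peak over basal fluorescence ratio per well then scaled between controls; 0% = DMSO wells and 100% = acetylcholine at EC100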
Target sequence (P08173 whole entry, looked up): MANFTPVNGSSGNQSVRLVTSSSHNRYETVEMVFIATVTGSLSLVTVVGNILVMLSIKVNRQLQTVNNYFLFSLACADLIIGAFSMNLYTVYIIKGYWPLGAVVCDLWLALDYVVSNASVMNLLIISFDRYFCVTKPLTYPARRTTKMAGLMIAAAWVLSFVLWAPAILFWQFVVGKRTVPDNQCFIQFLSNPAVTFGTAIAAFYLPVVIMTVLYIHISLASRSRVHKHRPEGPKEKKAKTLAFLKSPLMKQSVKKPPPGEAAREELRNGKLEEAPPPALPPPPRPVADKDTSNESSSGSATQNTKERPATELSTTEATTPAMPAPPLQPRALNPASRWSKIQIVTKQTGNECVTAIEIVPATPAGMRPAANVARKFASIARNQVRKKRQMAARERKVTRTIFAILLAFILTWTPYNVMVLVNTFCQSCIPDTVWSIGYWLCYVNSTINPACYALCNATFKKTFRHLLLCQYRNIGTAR
M1 ag parental: counter-screen for M1 agonists: effect in parental CHO-K1 cells | AID 602248 | 360,000 compounds, 0.48% hits | activation, % at 3 µM | Fluo-8 calcium fluorescence; scaled to maximal ATP response, vehicle zero; in the data active = activation above about 15%;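 note: untransfected CHO-K1 host cells lacking M1 receptor as counterscreen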
CHRM4 PAM: potentiates acetylcholine response at human M4 receptor; activation, % at 3 µM; CHO-K1 hM4/Gqi5, Fluo-8 calcium fluorescence, ACh EC20; 0% = ACh EC20, 100% = maximal ACh; 360,000 compounds, 0.4% hits;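 active = activation above its plate's cutoff, the mean activation of sample wells plus 3 SD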; note: some results filed as inactive read as strong as hits
M5 antag: antagonists of human muscarinic M5 receptor (CHRM5) | P08912 | CHO-hM5 cells, Fluo-8 calcium fluorescence, ACh EC80 | inhibition, % at 3 µM | 360,000 compounds, 0.59% hits;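 active = inhibition above a per-plate cutoff, the mean of that plate's test compounds plus 3 SD, cut at about 27% in these data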;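 note: 0% = acetylcholine EC80 with DMSO and 100% = DMSO without agonist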
Target sequence (P08912 whole entry, looked up): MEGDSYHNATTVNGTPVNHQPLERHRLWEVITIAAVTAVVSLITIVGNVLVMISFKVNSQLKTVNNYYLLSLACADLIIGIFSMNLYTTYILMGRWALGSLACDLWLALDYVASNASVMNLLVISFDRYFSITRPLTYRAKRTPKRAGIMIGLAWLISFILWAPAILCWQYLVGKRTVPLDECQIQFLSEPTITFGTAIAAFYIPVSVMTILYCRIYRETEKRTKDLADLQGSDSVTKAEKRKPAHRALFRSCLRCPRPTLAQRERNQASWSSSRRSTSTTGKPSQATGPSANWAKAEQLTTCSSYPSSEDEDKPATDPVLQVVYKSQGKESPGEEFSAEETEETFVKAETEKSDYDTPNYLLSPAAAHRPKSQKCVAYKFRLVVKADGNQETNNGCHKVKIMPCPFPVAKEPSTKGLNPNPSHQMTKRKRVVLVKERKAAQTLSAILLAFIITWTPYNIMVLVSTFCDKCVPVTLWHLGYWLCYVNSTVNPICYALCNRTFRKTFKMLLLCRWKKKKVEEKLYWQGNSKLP
M4 antag: CHRM4 antagonism in calcium assay; P08173; inhibition, % at 3 µM; CHO-hM4 cells, ACh EC80, Fluo-8 calcium fluorescence; AID 624125; 360,000 compounds, 0.73% hits;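 active = inhibition above its plate's cutoff, the mean inhibition of sample wells plus 3 SD, cut at about 27% in these data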;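 note: 0% = acetylcholine EC80 with DMSO and 100% = DMSO without agonist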
CHO-K1 Ca antag: M1 antagonist counterscreen hit in parental CHO-K1 cells; ATP-induced calcium, Fluo-8 fluorescence; inhibition, % at 3 µM; 360,000 compounds, 0.6% hits; AID 602250;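 active = inhibition above a per-plate cutoff, the plate's mean sample inhibition plus 3 SD, cut at about 24% in these data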;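 note: 0% = DMSO plus EC80 ATP and 100% = DMSO alone without ATP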
CHRM5 agonist: agonists of human muscarinic M5 receptor (CHRM5); P08912; CHO-K1 hM5 cells, Fluo-8 calcium fluorescence; 0% DMSO wells, 100% maximal acetylcholine response; activation, % at 3 µM; 360,000 compounds, 0.19% hits;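 active = activation above the run's mean over test compounds plus 3 SD, cut at about 23% in these data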;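 note: signal is peak over basal fluorescence ratio across the kinetic read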
CHRM5 PAM: positive allosteric modulators of human muscarinic M5 receptor; 360,000 compounds, 0.3% hits; AID 624038; P08912; CHO-K1 hM5, Fluo-8 calcium, ACh EC20 PAM; 0% = ACh EC20, 100% = ACh EC100; activation, % at 3 µM;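 active = activation above the run cutoff, the mean activation of all test compounds plus 3 SD, cut at about 18% in these data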
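Measured by: Fluo-8 calcium fluorescence; material: human M5 receptor in CHO-K1 cells; schedule: Post-acetylcholine fluorescence recording 140 s; benchmarks: low control EC20 acetylcholine (0%), high control EC100 acetylcholine (100%); read-out: Max/basal fluorescence ratio as % of EC20–EC100 ACh window; compound: single dose, 3 µM nominal final test concentration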
M1 PAM parental: M1 PAM counterscreen hit in parental CHO-K1 cells. 360,000 compounds, 0.02% hits. AID 602247. ATP EC20, Fluo-8 calcium fluorescence; 0% at ATP EC20, 100% at ATP max. activation, % at 3 µM;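 active = activation above the run cutoff, the mean activation of all test compounds plus 3 SD, cut at about 40% in these data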;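 note: peak over basal fluorescence ratio in a 140 s read after ATP addition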
* marks the source's active call; other numbers are inactive results.

Results for CCC(C)(C)NC(=O)C(c1ccc(C)o1)N(Cc1ccc2c(c1)OCO2)C(=O)c1snc(C(N)=O)c1N (configuration not stated) ?
M4 ag: 1; M1 ag parental: 0.5; CHRM4 PAM: -3; M5 antag: 7; M4 antag: 9; CHO-K1 Ca antag: -16; CHRM5 agonist: -4; CHRM5 PAM: -1; M1 PAM parental: 3

What do the screens show for `Cc1cc2c(cc1C)-n1nnnc1C(N1CCN(CC(=O)N3CCCC3)CC1)C(=O)N2` (configuration not stated)?
M4 ag: 3; CHRM4 PAM: 7; M5 antag: -1; M4 antag: -15; CHRM5 agonist: -2; CHRM5 PAM: -3

Results for CCCN(CC(=O)Nc1ccccc1C)C(=O)C1CCN(S(=O)(=O)c2ccccc2C(F)(F)F)CC1 ?
M4 ag: 16; M1 ag parental: 5.0; CHRM4 PAM: -3; M5 antag: -1; M4 antag: -3; CHO-K1 Ca antag: 0; CHRM5 agonist: 1; CHRM5 PAM: 0; M1 PAM parental: 6

How did O=c1sc2ccccc2n1COc1ccc(Cl)cc1 do in these assays?
M4 ag: 0; M1 ag parental: 0.9; CHRM4 PAM: -13; M5 antag: -1; M4 antag: -19; CHO-K1 Ca antag: -22; CHRM5 agonist: -8; CHRM5 PAM: -11; M1 PAM parental: 23

How did COc1cc(Cc2nccc3cc(OC)c(OC)cc23)c(S(=O)(=O)O)cc1OC do in these assays?
M4 ag: -1; M1 ag parental: 0.4; CHRM4 PAM: -3; M5 antag: -1; M4 antag: -5; CHO-K1 Ca antag: -21; CHRM5 agonist: 0; CHRM5 PAM: -1; M1 PAM parental: 5

Results for O=c1[nH]c2ccccc2nc1Cc1ccc([N+](=O)[O-])cc1 ?
M4 ag: 0; M1 ag parental: 2.2; CHRM4 PAM: 1; M5 antag: 6; M4 antag: -6; CHO-K1 Ca antag: -15; CHRM5 agonist: -4; CHRM5 PAM: -2; M1 PAM parental: -1

What do the screens show for `CC(=O)N1Cc2cc([N+](=O)[O-])ccc2Oc2ccccc21`?
M4 ag: 1; M1 ag parental: 0.9; CHRM4 PAM: 2; M5 antag: -4; M4 antag: -4; CHO-K1 Ca antag: -7; CHRM5 agonist: 0; CHRM5 PAM: -3; M1 PAM parental: 16

How did COc1ccc2cc(/C(C)=N/NC(=O)C3CC3)ccc2c1 do in these assays?
M4 ag: 2; M1 ag parental: 0.3; CHRM4 PAM: -1; M5 antag: 5; M4 antag: -3; CHO-K1 Ca antag: -12; CHRM5 agonist: -3; CHRM5 PAM: 0; M1 PAM parental: 14

How did COc1cccc(C(=O)Nc2nnc(SCC(=O)NC3CC3)s2)c1 do in these assays?
M4 ag: 0; M1 ag parental: 0.4; CHRM4 PAM: 4; M5 antag: 7; M4 antag: -17; CHO-K1 Ca antag: -9; CHRM5 agonist: -2; CHRM5 PAM: 4; M1 PAM parental: 11

What do the screens show for `COc1cc(/C=N/NC(=O)c2ccc(O)cc2)ccc1OCC(=O)N1CC(C)OC(C)C1` (configuration not stated)?
M4 ag: 1; M1 ag parental: -0.1; CHRM4 PAM: -7; M5 antag: 5; M4 antag: 4; CHO-K1 Ca antag: 19; CHRM5 agonist: -2; CHRM5 PAM: 2; M1 PAM parental: -28

How did CC1(NC(=O)CC(c2ccccc2)(c2ccccc2)c2ccccc2)CCN(CCCc2ccccc2)C1=O (configuration not stated) do in these assays?
M4 ag: 1; M1 ag parental: -0.5; CHRM4 PAM: 3; M5 antag: 1; M4 antag: -2; CHO-K1 Ca antag: -3; CHRM5 agonist: -3; CHRM5 PAM: -11; M1 PAM parental: -10

What do the screens show for `COc1cc(C2C3=C(CC(C)(C)CC3=O)Nc3ccccc3N2C(C)=O)cc(OC)c1OC` (configuration not stated)?
M4 ag: 0; M1 ag parental: -0.2; CHRM4 PAM: 4; M5 antag: -5; M4 antag: -10; CHO-K1 Ca antag: -3; CHRM5 agonist: 1; CHRM5 PAM: 6; M1 PAM parental: 15

What do the screens show for `Clc1cccc(-c2cccc3nccn23)c1Cl`?
M4 ag: 4; M1 ag parental: 1.8; CHRM4 PAM: -1; M5 antag: -1; M4 antag: -6; CHO-K1 Ca antag: -6; CHRM5 agonist: -1; CHRM5 PAM: -4; M1 PAM parental: 5

Results for COc1ccc(CN2CCN(C(=O)c3ccc(CNS(=O)(=O)c4ccc(C)cc4)cc3)CC2)c(OC)c1OC ?
M4 ag: 10; M1 ag parental: 7.9; CHRM4 PAM: -6; M5 antag: 8; M4 antag: -2; CHO-K1 Ca antag: 1; CHRM5 agonist: -3; CHRM5 PAM: -8; M1 PAM parental: 5

What do the screens show for `COC(=O)Nc1c(-c2ccccc2)nc2ccc(Cl)cn12`?
M4 ag: 1; M1 ag parental: 0.4; CHRM4 PAM: 1; M5 antag: -21; M4 antag: -7; CHO-K1 Ca antag: -16; CHRM5 agonist: 5; CHRM5 PAM: 2; M1 PAM parental: 9

How did COc1ccc2cc(C3(C)NC(=O)NC3=O)ccc2c1 (configuration not stated) do in these assays?
M4 ag: 1; M1 ag parental: 0.5; CHRM4 PAM: 5; M5 antag: 1; M4 antag: 6; CHO-K1 Ca antag: -2; CHRM5 agonist: -2; CHRM5 PAM: -8; M1 PAM parental: 15

How did O=C(Cc1nnc(NC(=O)c2ccccc2)s1)N/N=C/c1ccc(O)cc1 do in these assays?
M4 ag: 0; M1 ag parental: -0.5; CHRM4 PAM: -3; M5 antag: 4; M4 antag: 14; CHO-K1 Ca antag: 5; CHRM5 agonist: -2; CHRM5 PAM: 4; M1 PAM parental: -6

How did O=C1NC[C@H](c2ccccc2)N(CCc2cc(C(F)(F)F)cc(C(F)(F)F)c2)C1=O do in these assays?
M4 ag: 0; M1 ag parental: -0.4; CHRM4 PAM: 13; M5 antag: -7; M4 antag: -10; CHO-K1 Ca antag: -8; CHRM5 agonist: -2; CHRM5 PAM: 11; M1 PAM parental: 8

Results for O=C(O)c1c2c(nc3ccccc13)CCCCC2 ?
M4 ag: 0; M1 ag parental: 0.2; CHRM4 PAM: -10; M5 antag: 0; M4 antag: 8; CHO-K1 Ca antag: -1; CHRM5 agonist: 1; CHRM5 PAM: 1; M1 PAM parental: -1

Results for Cc1cc(Nc2cccc(F)c2)n2ncnc2n1 ?
M4 ag: 0; M1 ag parental: -0.4; CHRM4 PAM: -4; M5 antag: 3; M4 antag: 5; CHO-K1 Ca antag: 8; CHRM5 agonist: 3; CHRM5 PAM: -1; M1 PAM parental: -1

The list goes on; it opens with the 2 that closed the last part.
Results for O=C(O)c1c2c(nc3ccccc13)CCCCC2 ?
M4 ag: 0; M1 ag parental: 0.2; CHRM4 PAM: -10; M5 antag: 0; M4 antag: 8; CHO-K1 Ca antag: -1; CHRM5 agonist: 1; CHRM5 PAM: 1; M1 PAM parental: -1

Results for Cc1cc(Nc2cccc(F)c2)n2ncnc2n1 ?
M4 ag: 0; M1 ag parental: -0.4; CHRM4 PAM: -4; M5 antag: 3; M4 antag: 5; CHO-K1 Ca antag: 8; CHRM5 agonist: 3; CHRM5 PAM: -1; M1 PAM parental: -1

How did O=C(Nc1ccc(C(F)(F)F)cc1)C1CCN(c2cnccn2)CC1 do in these assays?
M4 ag: 18; M1 ag parental: 2.8; CHRM4 PAM: -1; M5 antag: -3; M4 antag: -14; CHO-K1 Ca antag: -19; CHRM5 agonist: -2; CHRM5 PAM: -3; M1 PAM parental: 22

What do the screens show for `COc1ccc(NC(=O)c2cc(C3CC3)on2)c(OC)c1`?
M4 ag: 2; M1 ag parental: 0.2; CHRM4 PAM: 9; M5 antag: -6; M4 antag: -23; CHO-K1 Ca antag: 1; CHRM5 agonist: -1; CHRM5 PAM: -2; M1 PAM parental: 8

What do the screens show for `O=C(NCCCN1CCOCC1)c1[nH]c(C(F)(F)F)nc1-c1ccccc1`?
M4 ag: 0; M1 ag parental: 0.7; CHRM4 PAM: 3; M5 antag: 9; M4 antag: -7; CHO-K1 Ca antag: -14; CHRM5 agonist: 4; CHRM5 PAM: 3; M1 PAM parental: 10

What do the screens show for `Cc1ccc(C)c(OCC(=O)NCC(c2ccco2)N2CCCCC2)c1` (configuration not stated)?
M4 ag: 0; M1 ag parental: 1.1; CHRM4 PAM: 2; M5 antag: 7; M4 antag: -7; CHO-K1 Ca antag: -8; CHRM5 agonist: -1; CHRM5 PAM: -2; M1 PAM parental: 19

Results for COc1cccc(N2CC34C=CC(O3)C(C(=O)O)C4C2=O)c1 (configuration not stated) ?
M4 ag: 1; M1 ag parental: 0.9; CHRM4 PAM: 18; M5 antag: -6; M4 antag: 2; CHO-K1 Ca antag: -9; CHRM5 agonist: 0; CHRM5 PAM: 0; M1 PAM parental: 18

How did CS(=O)(=O)N(CC(=O)N1CCC(C(N)=O)CC1)C1CCCCC1 do in these assays?
M4 ag: 0; M1 ag parental: 0.7; CHRM4 PAM: -2; M5 antag: 1; M4 antag: 10; CHO-K1 Ca antag: -5; CHRM5 agonist: 0; CHRM5 PAM: 6; M1 PAM parental: 19

What do the screens show for `COc1ccc(C2OC(=O)Cc3cc(OC)c(OC)cc32)cc1` (configuration not stated)?
M4 ag: 2; M1 ag parental: 4.4; CHRM4 PAM: 2; M5 antag: 7; M4 antag: -6; CHO-K1 Ca antag: -14; CHRM5 agonist: 3; CHRM5 PAM: 13; M1 PAM parental: 32

How did Cc1c(OC(C)C(=O)NCCCN2CCCC2=O)ccc2c3c(c(=O)oc12)CCCC3 (configuration not stated) do in these assays?
M4 ag: 2; M1 ag parental: 4.5; CHRM4 PAM: 0; M5 antag: -2; M4 antag: -13; CHO-K1 Ca antag: -16; CHRM5 agonist: -3; CHRM5 PAM: -2; M1 PAM parental: 6

Results for CCc1ccccc1NC(=O)N[C@H](C(=O)O)C(C)C ?
M4 ag: 0; M1 ag parental: 0.2; CHRM4 PAM: -4; M5 antag: 1; M4 antag: 9; CHO-K1 Ca antag: -6; CHRM5 agonist: 0; CHRM5 PAM: -2; M1 PAM parental: 9

What do the screens show for `COc1ccc(/C=C(\NC(=O)c2ccco2)C(=O)NCc2ccco2)cc1`?
M4 ag: 1; M1 ag parental: 1.2; CHRM4 PAM: 3; M5 antag: 6; M4 antag: 6; CHO-K1 Ca antag: -11; CHRM5 agonist: -3; CHRM5 PAM: 3; M1 PAM parental: -5

What do the screens show for `O=C(Cn1c(=O)n(Cc2ccco2)c(=O)c2c3c(sc21)CCCCC3)c1ccccc1`?
M4 ag: -2; M1 ag parental: -0.6; CHRM4 PAM: 10; M5 antag: -4; M4 antag: 5; CHO-K1 Ca antag: -11; CHRM5 agonist: 2; CHRM5 PAM: 3; M1 PAM parental: 25

Results for CCN1CCN(c2ccc(S(=O)(=O)N3CCOCC3)cc2NC(=O)C(C)Oc2ccc(Cl)cc2)CC1 (configuration not stated) ?
M4 ag: 1; M1 ag parental: 0.4; CHRM4 PAM: 4; M5 antag: 11; M4 antag: 6; CHO-K1 Ca antag: 9; CHRM5 agonist: -4; CHRM5 PAM: -3; M1 PAM parental: -3

Results for O=C(Nc1cc(Cl)ccc1F)c1ccc(-n2cncn2)c([N+](=O)[O-])c1 ?
M4 ag: 4; M1 ag parental: 2.5; CHRM4 PAM: 2; M5 antag: -3; M4 antag: 0; CHO-K1 Ca antag: 4; CHRM5 agonist: -2; CHRM5 PAM: -3; M1 PAM parental: 11

Screening data as filed in PubChem.
